CSN deneddyl inh = inhibitors of CSN-mediated cullin deneddylation, primary screen, biochemical, fluorescence polarization, uHTS | COP9 signalosome complex subunit 5 (Homo sapiens), Q92905 | Purified CSN, SCF-Nedd8-OG deneddylation | inhibition, % at 12.5 µM | actives 0.38% (n = 360,000) | AID 651999, 2013;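 active = pattern-corrected inhibition above about 35%, with an unprinted fluorescence ratio check between 0.5 and 1.5, limit read from the data, passing the limit was not always enough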;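 note: 0% = enzyme with substrate and 100% = substrate without enzyme; some results filed as inactive read as strong as hits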
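Material: purified human Csn5 enzyme expressed in HEK293T cells / Medium: Tris buffer pH 7.5, NaCl, DTT, Tween-20, trehalose, ovalbumin / Compound dosing: 12.5 µM single point / Schedule: 90 min incubation of compound, enzyme and substrate at room temperature / Signal: fluorescence polarization of the substrate / Control set: no-enzyme wells high, enzyme-with-substrate wells low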
Scp1 inh = Scp-1 phosphatase inhibitors, primary screen, biochemical, colorimetric, uHTS | Carboxy-terminal domain RNA polymerase II polypeptide A small phosphatase 1 (Homo … | Recombinant Scp1, phosphopeptide, malachite green phosphate absorbance | inhibition, % at 20 µM | actives 0.88% (n = 340,000) | AID 493091, 2011;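 active = inhibition above about 50% at 20 µM, limit read from the data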;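 note: plate controls were DMSO wells with enzyme for no effect and wells lacking enzyme for full effect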
Target sequence (Q9GZU7 76-261 limits assumed): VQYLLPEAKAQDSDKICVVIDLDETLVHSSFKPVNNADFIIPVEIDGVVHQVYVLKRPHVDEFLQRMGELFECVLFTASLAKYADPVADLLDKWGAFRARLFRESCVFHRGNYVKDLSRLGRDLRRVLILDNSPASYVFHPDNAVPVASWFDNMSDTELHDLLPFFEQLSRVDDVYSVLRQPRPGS
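Incubation: 45 min enzyme reaction at room temperature / System: truncated SCP-1 phosphatase (76-261aa) / Reagent: Phospho 17-mer peptide substrate / Buffer or medium: Acidic Tris acetate buffer with magnesium and detergent / Signal: absorbance at 630 nm / Doses: one concentration, 20 µM, with 1.0% DMSO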
MsrA inhibitor = bovine MsrA enzyme inhibitors, primary screen, biochemical, absorbance, HTS. Methionine sulfoxide reductase A (Bos taurus). purified bovine MsrA, absorbance read-out. inhibition, % at 15.5 µM. actives 0.75% (n = 360,000); in the data active = inhibition above about 4.5%;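 note: 0% = vehicle wells with enzyme and 100% = reference inhibitor wells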
TbMetRS inhib = T. brucei MetRS inhibitors, primary screen, biochemical, luminescence. purified T. brucei MetRS, ATP depletion, Kinase-Glo luminescence. methionyl-tRNA synthetase (Trypanosoma brucei brucei). inhibition, % at 11.9 µM. actives 0.4% (n = 360,000);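 active = inhibition above a per-plate cutoff of the control wells' mean inhibition plus 3 SD, cut at about 5.5% in these data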;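 note: 0% = DMSO wells median and 100% = median of wells with control inhibitor compound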
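Test system – parasite MetRS enzyme · Reagent – substrates ATP, L-methionine and bulk Escherichia coli tRNA · Doses – 11.9 µM compound single dose, 0.9% DMSO · Times – 15 min enzyme-compound preincubation, 2 h reaction, 10 min detection, 25 °C · Signal – Kinase-Glo luminescence, ATP depletion format · Controls – DMSO-only wells as low control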
SUMO1 PPI mod = modulators of SUMO1 protein-protein interactions, primary screen, biochemical, uHTS; Small ubiquitin-related modifier 1 (Homo sapiens), P63165; SUMO1 binding to a labelled peptide, TR-FRET, 1 h; inhibition, % at 20 µM; actives 0.33% (n = 360,000); in the data active = inhibition above about 37%
Target sequence (P63165 whole entry, looked up): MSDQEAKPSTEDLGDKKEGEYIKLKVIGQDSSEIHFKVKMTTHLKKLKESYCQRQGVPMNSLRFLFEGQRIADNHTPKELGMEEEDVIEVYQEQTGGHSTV
Rpn11 block = Rpn11 (PSMD14) deubiquitinase inhibitors, primary screen, biochemical, fluorescence polarization, uHTS. calls only at 20 µM. actives 0.59% (n = 360,000). human 26S proteasome, Ub4-pepOG fluorescence polarization; 20S core pre-blocked with epoxomicin;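 active = inhibition at 20 µM, scaled to each plate's controls, above about 33%, limit read from the data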
STEP inh = STEP phosphatase inhibitors, primary screen, biochemical, fluorescence intensity, uHTS | recombinant STEP, OMFP fluorogenic substrate | inhibition, % at 20 µM | actives 0.25% (n = 360,000);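 active = inhibition at 20 µM, scaled per plate between control wells, above about 37%, limit read from the data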;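 note: 0% = DMSO with enzyme and substrate and 100% = substrate only without enzyme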
Target sequence (P54829 whole entry, looked up): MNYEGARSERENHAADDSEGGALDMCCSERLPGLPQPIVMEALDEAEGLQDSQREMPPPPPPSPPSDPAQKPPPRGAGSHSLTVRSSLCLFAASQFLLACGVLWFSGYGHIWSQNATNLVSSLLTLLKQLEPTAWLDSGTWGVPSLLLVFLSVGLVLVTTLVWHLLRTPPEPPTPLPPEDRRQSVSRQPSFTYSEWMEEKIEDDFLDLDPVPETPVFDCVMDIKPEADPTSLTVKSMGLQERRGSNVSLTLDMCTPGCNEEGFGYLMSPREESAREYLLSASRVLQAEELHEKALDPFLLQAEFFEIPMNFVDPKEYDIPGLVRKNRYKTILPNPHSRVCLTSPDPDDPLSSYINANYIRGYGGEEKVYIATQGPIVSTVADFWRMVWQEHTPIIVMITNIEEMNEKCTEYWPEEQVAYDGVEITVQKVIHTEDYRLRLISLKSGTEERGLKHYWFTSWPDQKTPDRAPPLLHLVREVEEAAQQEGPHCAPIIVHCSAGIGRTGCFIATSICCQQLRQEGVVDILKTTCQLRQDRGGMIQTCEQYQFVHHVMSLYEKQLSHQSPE
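System: STEP (striatal-enriched tyrosine phosphatase) enzyme, cell-free; medium: Bis-Tris pH 6.0 buffer with DTT, detergent; dosing: 20 µM, 1% DMSO; times: reaction 20 min, ambient temperature; detection: fluorescence, 480/540 nm; read-out basis: normalized % inhibition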
LMPTP inh = LMPTP phosphatase inhibitors, primary screen, biochemical, fluorescence intensity, uHTS. recombinant LMPTP-A, OMFP fluorogenic substrate. inhibition, % at 20 µM. actives 0.22% (n = 360,000);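 active = compounds that cut the enzyme signal by at least half of the control window in the single-dose screen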;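 note: plate controls were DMSO wells with enzyme plus substrate for no effect and substrate without enzyme for full effect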
Target sequence (P24666 whole entry, looked up): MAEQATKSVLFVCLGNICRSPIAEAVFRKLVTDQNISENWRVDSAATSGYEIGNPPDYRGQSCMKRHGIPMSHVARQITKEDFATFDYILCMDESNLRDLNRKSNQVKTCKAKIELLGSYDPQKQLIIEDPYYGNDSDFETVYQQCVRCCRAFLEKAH
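Test system – LMPTP-A enzyme · Amount – LMPTP-A at 0.625 nM final in the reaction · Buffer or medium – Bis-Tris pH 6.0, DTT, detergent · Reagent – OMFP 400 µM · Doses – single 20 µM dose · Schedule – reaction 50 min, room temperature, dark · Detection – fluorescence intensity of OMFP turnover product · Evaluation – percent inhibition versus substrate-only and uninhibited controls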
NadD block = inhibitors of S. aureus NadD, primary screen, biochemical, colorimetric, uHTS; Nicotinate-nucleotide adenylyltransferase NadD (Staphylococcus aureus N315); purified NadD enzyme, colorimetric absorbance read-out; inhibition, % at 20 µM; actives 0.78% (n = 360,000); AID 602399, 2012; in the data active = inhibition above about 26%; note: some compounds past the cut are filed as inactive
DNMT1 block = human DNMT1 methyltransferase inhibitors, primary screen, biochemical, molecular beacon, fluorescence, HinP1I cleavage, uHTS | inhibition (reported as % activation of signal), % at 10 µM | DNA (cytosine-5)-methyltransferase 1 (Homo sapiens), P26358 | AID 588458, 2011 | actives 0.83% (n = 360,000); in the data active = inhibition above about 50%
Numbers without * were called inactive; i = inactive; x = no result given; + = active, no number.

SMILES | CSN deneddyl inh | Scp1 inh | MsrA inhibitor | TbMetRS inhib | SUMO1 PPI mod | Rpn11 block | STEP inh | LMPTP inh | NadD block | DNMT1 block
Cc1ccc(NC(=S)N2CCCC(c3nc4ccccc4[nH]3)C2)cc1 (configuration not stated) | 0.3 | -5.7 | 0.3 | 0.8 | -0.4 | i | 3.3 | 0.9 | -0.6 | 1.9
Cc1cc(=O)[nH]c(N/N=C/c2ccc(F)cc2)n1 | -1.0 | -4.5 | 2.3 | -0.4 | -10.6 | i | -0.4 | -2.6 | -6.6 | -3.5
CCCCn1c(=O)n(C)c(=O)c2c(C(F)(F)F)cc(-c3ccncc3)nc21 | -0.4 | -2.2 | -1.0 | -0.1 | -15.6 | i | 8.9 | -1.1 | 0.8 | 2.1
CCOC(=O)N1CCN(C(=O)c2cn(C)c3ccc(S(=O)(=O)N4CCOCC4)cc3c2=O)CC1 | 1.4 | -8.8 | 1.6 | 0.5 | -1.8 | i | -1.1 | -0.9 | 3.5 | -0.8
COc1ccccc1S(=O)(=O)N(C)C[C@H]1Oc2cc(Br)ccc2S(=O)(=O)N([C@@H](C)CO)C[C@H]1C | 2.1 | x | 0.2 | -0.7 | -2.5 | i | -3.3 | -0.7 | -8.7 | -2.4
Cc1nn(-c2ccc(F)cc2)c(Cl)c1/C=C1\C(=O)Nc2ccccc21 | 2.1 | -5.1 | 0.2 | 0.7 | -3.4 | i | -0.2 | 5.2 | -3.0 | -6.3
COc1ccccc1CCNC(=O)C(=O)c1cn(CC(=O)N2CCOCC2)c2ccccc12 | -2.2 | -10.8 | 2.7 | -0.1 | -2.9 | i | 1.0 | -1.4 | 1.1 | -2.9
N=c1c(C(=O)NCC2CCCO2)cc2c(=O)n3ccccc3nc2n1Cc1ccccc1 (configuration not stated) | -1.6 | -2.2 | 1.1 | -0.5 | -41.7 | i | 1.2 | 2.9 | 3.9 | -0.4
O=C(O)C1CC(O)CN1c1nc(Cl)ccc1[N+](=O)[O-] (configuration not stated) | -21.7 | 1.2 | 0.1 | -0.4 | 5.9 | i | 2.5 | 0.5 | 1.6 | 7.6
C[n+]1cccc2cccc([O-])c21 | 30.3 | -13.6 | -1.1 | 1.3 | 39.6* | i | 7.1 | 52.2* | 10.2 | 77.6*
CC(=O)Nc1ccc(C=NNc2ccc([N+](=O)[O-])cn2)cc1 | 0.0 | -6.7 | 0.4 | -0.1 | -26.6 | i | 4.0 | -1.5 | -0.9 | -5.2
COC(=O)CN1C(=O)[C@H]2[C@@H](/C=C/c3ccccc3)N3C(=O)CN(Cc4ccccc4)C(=O)[C@@]3(Cc3ccccc3)[C@H]2C1=O | 0.6 | 2.9 | -0.1 | 0.2 | -5.9 | i | -1.0 | -0.4 | 7.0 | 3.4

Profiles, looked up by structure.
Entry for `COc1ccccc1S(=O)(=O)N(C)C[C@H]1Oc2cc(Br)ccc2S(=O)(=O)N([C@@H](C)CO)C[C@H]1C` → CSN deneddyl inh = 2.1; Scp1 inh = x; MsrA inhibitor = 0.2; TbMetRS inhib = -0.7; SUMO1 PPI mod = -2.5; Rpn11 block = i; STEP inh = -3.3; LMPTP inh = -0.7; NadD block = -8.7; DNMT1 block = -2.4
Entry for `CC(=O)Nc1ccc(C=NNc2ccc([N+](=O)[O-])cn2)cc1` → CSN deneddyl inh = 0.0; Scp1 inh = -6.7; MsrA inhibitor = 0.4; TbMetRS inhib = -0.1; SUMO1 PPI mod = -26.6; Rpn11 block = i; STEP inh = 4.0; LMPTP inh = -1.5; NadD block = -0.9; DNMT1 block = -5.2

Next entries follow.
SMILES | CSN deneddyl inh | Scp1 inh | MsrA inhibitor | TbMetRS inhib | SUMO1 PPI mod | Rpn11 block | STEP inh | LMPTP inh | NadD block | DNMT1 block
CC(=O)C[C@H](O)CC(=O)[C@H]1OC(=O)CCCCC/C=C/Cc2ccccc21 | -2.5 | 5.4 | 0.6 | -0.3 | 3.0 | i | -2.3 | -0.6 | 1.9 | 3.5
NS(=O)(=O)c1cnccc1Nc1ccc(Cl)c(Cl)c1 | 3.9 | -11.7 | -0.1 | 0.1 | 1.7 | i | 0.5 | 1.2 | 1.1 | -1.9
Cc1cc(C)c(S(=O)(=O)N2CCCCC2CCNC(=O)C(=O)NC2CC2)c(C)c1 (configuration not stated) | -3.1 | 3.9 | x | -0.5 | 4.3 | i | -1.1 | -0.3 | -1.9 | 2.7
COc1ccc(CCCc2nnc(SCC(=O)Nc3ccc(C)c(C)c3)o2)cc1 | 6.3 | 89.6* | 0.5 | -0.4 | -0.2 | i | -3.2 | -0.4 | 3.2 | -0.7
Cc1nc(NC(=O)CSc2nnnn2C)sc1C | 2.5 | 2.8 | -0.1 | -1.3 | -0.6 | i | 2.5 | -1.7 | -2.0 | 5.9
Cc1noc(C)c1C(=O)Nc1nccs1 | 3.5 | 14.0 | -1.4 | -0.4 | 10.2 | i | -1.2 | 0.2 | -2.6 | 0.9
CCc1nc2c(cnn2-c2ccc(Cl)cc2)c(=O)n1-c1ccc2c(c1)OCCO2 | -0.1 | -7.2 | -1.2 | 0.2 | 0.6 | i | 1.3 | 3.3 | 14.0 | -5.1
Cc1ccc(-c2csc3ncnc(Sc4nnc(CN5CCCCCC5=O)o4)c23)cc1 | 1.6 | -21.4 | -0.4 | -1.0 | 0.4 | i | 4.3 | 0.5 | 1.6 | 5.3
CCOc1ccc(C(=O)Oc2cc(C)[nH]c(=O)c2[N+](=O)[O-])cc1 | 0.0 | -6.6 | 0.7 | 0.3 | 1.2 | i | 1.0 | -2.1 | -3.7 | 0.4
CCC1=C(OC(=O)N(CC)CC)N2C(=O)OC(=NCCc3c[nH]c4ccccc34)[C@]2(C)[C@H]2C1=CC[C@H]1C(=O)NC(=O)[C@H]12 | -3.5 | -8.2 | 0.2 | 0.4 | 0.6 | i | -0.1 | -1.6 | -1.0 | -2.5
Cc1nc2cc(NC(=O)CS(=O)(=O)c3ccccc3)ccc2s1 | 1.7 | -0.8 | 0.3 | -0.4 | 2.5 | i | 2.0 | 1.0 | -7.5 | 4.9
CC1(C)Cc2c(sc(NC(=O)c3ccco3)c2C#N)CO1 | 0.8 | -6.6 | 4.0 | 0.0 | -3.7 | i | -0.1 | -1.6 | -1.1 | 4.7
O=C(COC(=O)c1ccccc1SCC(=O)NC1CCCCC1)NC1CCCCC1 | 7.1 | 2.9 | 0.4 | -0.8 | -3.5 | i | -0.5 | -0.5 | -0.6 | 9.8
CC1CCN(c2ccccc2N)CC1 | 4.4 | -4.6 | -0.1 | -0.2 | -1.5 | i | -3.7 | 0.2 | 2.3 | 2.0
CCN(CC)C(=O)c1sc(NC(=O)C(Sc2ccccc2)c2ccccc2)c(C(=O)OC(C)C)c1C (configuration not stated) | -2.5 | -9.5 | 0.3 | -1.7 | -0.6 | i | 6.7 | 6.8 | -2.6 | 3.0
Cc1ccc(C(C)C)c(OCC(O)CN2CC(C)OC(C)C2)c1 (configuration not stated) | 3.4 | -2.2 | -1.0 | -0.3 | -1.3 | i | 0.0 | -1.6 | -10.6 | 0.4
CCOC(=O)c1ccc(NC(=O)N2CCN(c3cccc(OC)c3)CC2)cc1 | -5.1 | -6.0 | -0.4 | -0.1 | -2.1 | i | -1.4 | 1.8 | 6.3 | -2.5
COc1cc(/C=C/C(=O)N2CC(C)OC(C)C2)cc(OC)c1OC (configuration not stated) | 1.0 | -7.3 | 1.4 | -0.5 | -6.7 | i | -2.2 | -0.5 | 0.3 | 0.3
O=C(CN1CCN(c2ccccc2F)CC1)NCc1ccccc1 | 5.4 | -4.5 | 1.5 | -0.2 | 0.4 | i | -2.7 | 0.9 | -2.0 | -6.2
Cc1cc(OCC(=O)Nc2c(C)n(C)n(-c3ccccc3)c2=O)ccc1[N+](=O)[O-] | -0.4 | -8.1 | 1.8 | -0.3 | -6.1 | i | 1.4 | -0.5 | -2.8 | -0.8
Cc1ccc(OCC(=O)OCC(=O)c2ccccc2)cc1C | -1.8 | -13.4 | 1.2 | -0.2 | -0.8 | i | -0.8 | 2.9 | -8.9 | -0.1
Cc1cccc(-n2cnc(C(=O)N/N=C\c3ccc(Br)cc3)c2)n1 | 15.0 | -1.6 | 1.1 | -0.9 | -0.1 | + | 3.3 | 1.4 | 2.4 | 51.9*
COc1ccc(NC(=O)NNC(=O)c2ccc(-c3ccccc3)cc2)cc1 | 10.8 | 88.4* | 0.1 | 0.4 | 15.1 | i | 40.0* | 29.5 | -1.9 | 48.5
CC(C)C(NS(=O)(=O)c1cccc2nsnc12)C(=O)NCCC1=CCCCC1 (configuration not stated) | 5.0 | -2.8 | -0.3 | -0.7 | -27.5 | i | -1.6 | -0.5 | -1.4 | 0.6
O=C(O)CCC(=O)N1CN2CN(C(=O)CCC(=O)O)CC([N+](=O)[O-])(C2)C1 | -0.1 | 0.9 | 0.0 | 0.3 | 1.0 | i | 4.3 | -1.5 | 0.4 | 1.4
CC(C)c1ccc(S(=O)(=O)N2CCC3(CC2)OCCO3)cc1 | 1.5 | -4.2 | 0.9 | -0.5 | -3.1 | i | -0.8 | 0.8 | 0.0 | 1.5
CC(=O)C1=C(O)CC(c2ccccc2)CC1=NCCc1ccccc1 (configuration not stated) | 1.4 | -4.4 | -1.5 | -0.3 | 3.5 | i | -1.0 | 0.0 | -5.2 | 1.0
COC(=O)[C@@H]1C[C@@]2(O)[C@H](O)[C@H](O)[C@H](O)C[C@H]2N1C/C=C/c1ccccc1 | -1.7 | -8.6 | -0.8 | -0.2 | 3.6 | i | -1.3 | -0.3 | 0.4 | 3.9

Bioassay records from PubChem.

Rows are unselected; overall some 3.9% were active at least once.
